Screening results (PubChem)
PfHsp40 rescue: rescue of PfHsp40-mediated yeast toxicity | S. cerevisiae expressing PfHsp40, growth rescue, ATP luminescence | growth rescue, % at 12.5 µM | 340,000 tested, 0.68% active | AID 504582; in the data active means growth rescue above about 28%, passing the limit was not always enough;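 further: yeast W303a lacking pdr1 and pdr3 grown in galactose medium; growth measured after three days at 30 °C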
Yp Topo-I inh: blocks Yersinia pestis topoisomerase I activity; Y. pestis Topo-I cleavage product accumulation, plate reader; 360,000 tested, 0.064% active; activity, % at 10 µM; AID 504884; in the data active means activity above about 50%, passing the limit was not always enough; further: inactives centre near 2
Mtb UGM inh: inhibitors of M. tuberculosis UDP-galactopyranose mutase. 320,000 tested, 0.06% active. inhibition, % at 10 µM. AID 504406. P9WIQ1. purified UGM, fluorescence polarization probe displacement; in the data active means inhibition above about 10%, passing the limit was not always enough
Target sequence (P9WIQ1 whole entry, looked up): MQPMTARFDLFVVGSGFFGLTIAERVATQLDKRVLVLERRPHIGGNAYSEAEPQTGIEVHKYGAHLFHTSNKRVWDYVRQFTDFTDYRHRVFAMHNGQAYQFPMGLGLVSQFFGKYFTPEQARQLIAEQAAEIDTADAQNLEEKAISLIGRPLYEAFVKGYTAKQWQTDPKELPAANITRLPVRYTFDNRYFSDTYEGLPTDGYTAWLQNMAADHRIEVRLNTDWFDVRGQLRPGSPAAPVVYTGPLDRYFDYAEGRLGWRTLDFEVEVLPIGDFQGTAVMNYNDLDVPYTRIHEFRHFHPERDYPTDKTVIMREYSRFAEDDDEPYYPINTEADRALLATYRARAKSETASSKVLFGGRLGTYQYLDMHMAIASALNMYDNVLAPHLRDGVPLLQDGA
Vc quorum ag: quorum light induction in luxS cqsA deficient V. cholerae; AID 588436; V. cholerae BH1578 lux reporter, luminescence, 6 h; activation, % at 18.7 µM; 350,000 tested, 0.16% active; in the data active means activation mostly above about 9.7%, no sharp cut-off; further: not every result past the cut was called active; inactives centre near 0; reference of the scale not given here
TcdB inh: inhibitors of Clostridioides difficile toxin B glycohydrolase; P18177; 350,000 tested, 0.24% active; inhibition, % at 9.99 µM; TcdB glycohydrolase enzymatic assay, plate reader; in the data active means inhibition above about 10%
FBA Mtb inh: Mtb fructose-bisphosphate aldolase inhibition. purified M. tuberculosis FBA, fluorescence read-out. inhibition, % at 1 µM. 360,000 tested, 2.3% active; in the data active means inhibition above about 27%;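 further: 0% = vehicle and 100% = reference inhibitor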
Target sequence (P9WQA3 whole entry, looked up): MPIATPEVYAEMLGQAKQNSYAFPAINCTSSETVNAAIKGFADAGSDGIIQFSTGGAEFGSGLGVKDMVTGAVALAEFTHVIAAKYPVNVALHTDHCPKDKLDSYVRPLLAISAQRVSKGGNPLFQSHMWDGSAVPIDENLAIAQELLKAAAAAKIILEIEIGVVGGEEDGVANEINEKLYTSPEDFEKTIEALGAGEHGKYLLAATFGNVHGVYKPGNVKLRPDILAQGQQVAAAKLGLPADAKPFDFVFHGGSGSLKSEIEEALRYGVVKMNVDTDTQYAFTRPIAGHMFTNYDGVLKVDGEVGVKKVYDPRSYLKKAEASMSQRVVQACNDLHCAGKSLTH
FadD28 binding: inhibitors of Mycobacterium tuberculosis FadD28 bisubstrate binding | inhibition, % at 12.5 µM | FadD28 bisubstrate probe binding, fluorescence polarization | 360,000 tested, 0.22% active; in the data active means inhibition above about 8.5%, passing the limit was not always enough
GDH-TPI counter: counter-screen for M. tuberculosis FBA inhibitors: GDH-TPI coupled enzymes; GDH-TPI coupled enzyme counterscreen, NADH absorbance; inhibition, % at 4.8 µM; 360,000 tested, 1.2% active; AID 588335; in the data active means inhibition above about 30%;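 further: 0% = DMSO wells and 100% = wells lacking the enzyme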
Mtb BioA inh: inhibitors of Mycobacterium tuberculosis BioA enzyme; purified M. tuberculosis BioA enzyme, plate reader; inhibition, % at 9.99 µM; 360,000 tested, 0.096% active; in the data active means inhibition above about 40%
Active calls of the source: *; i = inactive; . = no result given.

Value order – Mtb UGM inh	PfHsp40 rescue	GDH-TPI counter	Vc quorum ag	Mtb BioA inh	FadD28 binding	TcdB inh	Yp Topo-I inh	FBA Mtb inh
COC(=O)C1=C(c2ccc(F)cc2OCc2ccccc2)C[C@@H]2CC[C@H]1N2C(=O)NCc1ccc([N+](=O)[O-])cc1
  -1.3	7.7	8	-14	-3.1	-4.1	0.1	31	-1
CCc1nc2ccc(C(=O)NCc3ccc(OC)cc3)cn2c1N(CC)CCOC
  .	.	8	i	-0.4	-2.4	1.1	0	-1
CCOC(=O)C1C(=O)NCC1c1ccccc1 (stereo unspecified)
  0.5	-0.7	3	-5.0	-3.3	0.3	1.9	-9	2
CCOc1ncccc1C(=O)OC(C)C(=O)NC1CCCCC1 (stereo unspecified)
  .	-0.4	1	-3.7	0.5	0.3	-0.5	6	-1
O=C(O)c1ccc(-c2ccc(O)c(F)c2)cc1
  3.5	1.0	18	i	-2.8	-1.4	18*	2	17
COc1ccc(CCN(C)Cc2cccc3ccccc23)cc1OC
  -0.9	-0.3	-1	i	0.3	-3.5	1.6	4	-1
Cc1cc(O)c(-c2ccno2)cc1Cl
  0.8	1.8	5	0.2	.	-0.7	.	-5	11
CCCC(=O)N1CC(=O)Nc2ccc(F)cc2C1c1ccccc1 (stereo unspecified)
  -1.3	-1.1	7	-0.3	0.9	-0.9	0.8	-5	8
Cc1[nH]c2ccc(F)cc2c1CCNC(=O)C1CCCCC1C(=O)OCC(F)(F)F (stereo unspecified)
  -0.3	0.8	2	-1.5	-0.9	-2.8	.	2	0
C/C(CC(C)(C)c1ccccc1)=N\NS(=O)(=O)c1ccccc1
  1.9	-0.3	-4	-0.1	-2.1	1.3	0.1	7	-1
O=C(CSc1nnc(-c2cccnc2)o1)Nc1cccc(F)c1
  -0.5	-0.9	-1	0.7	4.4	-2.8	1.2	-3	3
O=S(=O)(Nc1ccc(-c2ccc(N3CCOCC3)nn2)cc1)c1ccc(Cl)c(Cl)c1
  .	0.0	0	i	1.1	-3.4	2.2	12	-3
O=C(COC(=O)c1ccc2c(c1Cl)C(=O)c1ccccc1C2=O)NC1CCCCC1
  -1.4	1.7	12	-0.3	.	-2.1	0.3	-8	0
O=C(/C=C/c1cccc(Cl)c1)OCc1cn2cc(Cl)ccc2n1
  0.3	0.8	0	-0.4	.	-2.9	0.4	35	-3
COCc1cc(=O)n2[nH]c(C)cc2n1
  -0.3	-1.2	3	.	0.9	-3.2	.	-7	21
O=C1c2ccccc2S(=O)(=O)c2cc(C(=O)N3CCC(N4CCCC4)CC3)ccc21
  2.8	-0.7	1	-1.7	0.2	-4.1	.	7	-2
O=C(CN1CCNC(=O)C1)NCCc1ccc(Cl)cc1Cl
  -4.0	-1.0	8	-0.2	.	-1.4	1.7	-5	3
O=C(NCc1ccco1)C1CC(=O)N(CCc2ccccc2)C1 (stereo unspecified)
  0.6	0.2	5	.	-0.3	0.6	0.1	9	1
N#C/C(=C/c1ccc(-c2ccc(S(=O)(=O)N3CCOCC3)cc2)o1)C(=O)NC1CC1
  .	0.5	16	.	.	-3.1	1.5	4	-1
CCOC(=O)CN(c1ccccn1)S(=O)(=O)c1ccccc1
  -0.9	-0.1	8	2.6	0.9	-2.6	.	-2	35*
Cc1cccc(N(C(=O)Cc2cccs2)C(C(=O)NC2CCCC2)c2ccsc2)c1 (stereo unspecified)
  .	-1.1	-3	i	-0.3	-2.9	.	5	-5
COc1ccccc1NC(=O)/C(C#N)=C/C=C/c1ccco1
  2.0	0.6	15	i	3.6	-1.7	.	-2	0
CC(C)C1Oc2ccccc2N(CC(=O)N(Cc2ccccn2)C2CC2)C1=O (stereo unspecified)
  -0.9	0.7	-9	i	.	-1.6	.	6	1
CC(=O)c1ccc(S(=O)(=O)N2CCN(c3ccnc4cc(Cl)ccc34)CC2)cc1
  .	.	3	-0.3	-0.7	-1.8	1.0	12	-2
COc1ccc2[nH]c(=O)c(CN(C(=O)c3ccncc3)C(C)(C)C)cc2c1
  2.7	-1.1	14	i	-1.0	-0.5	.	4	3
CCCC(c1nnnn1C1CCCC1)N1CCN(C(=O)c2ccco2)CC1 (stereo unspecified)
  0.7	0.3	3	3.4	0.9	0.5	.	1	1
CCN(c1ccc(OC)cc1)S(=O)(=O)c1ccc(-c2ccc(=O)[nH]n2)o1
  -0.5	0.9	15	-12	-2.0	-3.0	0.7	9	4
C[C@@H](NC(=O)c1ncn2c1c(=O)[nH]c1ccc(Br)cc12)c1ccccc1
  .	.	0	-1.0	-4.1	-0.8	0.8	-3	6
O=C(Cn1cnc([N+](=O)[O-])n1)N/N=C/c1ccccc1O
  0.8	-1.1	6	12	.	0.1	.	-3	1
O=C(Nc1ccc2nc(-c3ccc(Br)o3)[nH]c2c1)c1ccco1
  2.0	-0.1	40*	-0.4	13	-4.6	.	-3	1
COc1ccc(/C=C2\SC(=S)N(Cc3cccnc3)C2=O)cc1C
  1.6	1.6	-6	-0.3	.	-0.5	.	4	2
CN1CCCC(OC(=O)COc2ccc(Br)cc2)C1 (stereo unspecified)
  -0.7	-1.3	3	.	0.3	-4.2	0.4	-7	0
CCOc1ccc(C(CC(=O)O)NC(=O)Cc2ccc(Cl)cc2)cc1 (stereo unspecified)
  -0.5	1.7	3	-0.1	-0.6	-0.8	1.2	2	1
CCN(C(=O)Cn1cnc2ccccc2c1=O)C1CCS(=O)(=O)C1 (stereo unspecified)
  -3.5	0.5	17	-0.2	0.1	-1.2	0.1	-4	4
CCC(=O)Nc1nc2c(c(=O)[nH]1)CCCC2
  1.3	0.3	4	-0.3	.	-1.5	1.4	-8	4
COC(=O)CCC(=O)CN
  -0.6	-0.3	7	8.3	-0.3	-0.4	1.0	-1	2
Cc1cccc(-c2nc(CS(=O)CC(=O)NC3CCCC3)c(C)o2)c1 (stereo unspecified)
  .	-1.8	10	-0.3	-1.1	-1.6	3.6	9	4
Cc1ccc2cccc(NC(=S)NC(=O)c3ccccc3)c2n1
  -4.0	0.1	-1	i	-1.9	-2.0	.	2	2
CCC(=O)OC1(c2ccccc2)CCN(C)CC1C (stereo unspecified)
  -0.8	-0.4	1	0.0	.	0.6	1.9	-1	5
CC(=O)Nc1ccc(S(=O)(=O)N2CCC(c3nc4ccc(C)cc4[nH]3)CC2)cc1
  -1.6	0.0	-7	-0.1	5.5	-4.4	.	-3	3

2 compounds picked at random from those above:
Value order – Mtb UGM inh	PfHsp40 rescue	GDH-TPI counter	Vc quorum ag	Mtb BioA inh	FadD28 binding	TcdB inh	Yp Topo-I inh	FBA Mtb inh
CCCC(c1nnnn1C1CCCC1)N1CCN(C(=O)c2ccco2)CC1 (stereo unspecified)
  0.7	0.3	3	3.4	0.9	0.5	.	1	1
CC(=O)c1ccc(S(=O)(=O)N2CCN(c3ccnc4cc(Cl)ccc34)CC2)cc1
  .	.	3	-0.3	-0.7	-1.8	1.0	12	-2

Other compounds.
Value order – Mtb UGM inh	PfHsp40 rescue	GDH-TPI counter	Vc quorum ag	Mtb BioA inh	FadD28 binding	TcdB inh	Yp Topo-I inh	FBA Mtb inh
Cc1nnc(N2C(=O)c3cccc4cccc(c34)C2=O)s1
  1.1	1.3	13	-0.4	.	-3.9	.	-1	16
O=C(COC(=O)C1CC(O)CN1S(=O)(=O)c1ccc(Cl)cc1)c1ccccc1Cl (stereo unspecified)
  -1.8	0.1	5	i	.	-0.3	.	21	5
O=C(Nc1ccc(O)c(-c2nc3ccccc3s2)c1)C1=COCCO1
  2.1	2.5	9	-0.3	0.0	-0.9	0.3	-2	15
CC(Oc1ccc(Br)cc1)C(=O)NCc1ccccn1 (stereo unspecified)
  0.8	0.7	-2	-1.0	.	-1.9	0.5	9	3
Cc1ccc2c(c1)c1c(n2CC(O)Cn2nc(C)c(Br)c2C)CCCC1 (stereo unspecified)
  1.7	0.5	10	-0.3	.	0.6	.	21	-2
COc1ccc(N2CCN(C(=S)Nc3ccccc3OC)CC2)cc1
  0.2	-1.2	-2	i	-1.7	0.2	-0.1	0	0
COc1ccc(CN(C)C(=O)c2ccc3c(=O)n4c(nc3c2)CCC4)cc1
  1.4	-2.0	2	-0.4	0.6	-2.4	0.2	8	2
Cc1ccc(CN(CC(=O)NCc2ccc3c(c2)OCO3)C(=O)c2csnn2)cc1
  0.4	-1.3	3	-0.3	-1.7	-1.9	2.6	13	3
COc1ccc(C(O)(C(C)C)C(CN2CCOCC2)c2ccccc2)cc1 (stereo unspecified)
  -7.2	0.1	-6	-0.1	-0.9	-4.3	21*	15	-6
CCCCOc1ccc(C(=O)N/C(=C/C=C/c2ccccc2)C(=O)NCCCO)cc1
  3.4	-1.5	26	-0.2	.	-3.6	2.3	15	1
Cc1nc2c(ccc3nc(NC(=O)Cc4cccc5ccccc45)sc32)s1
  1.6	0.4	15	-0.1	-0.5	-14	0.4	8	-2
CSc1ncccc1C(=O)NCc1ccccc1Cl
  -0.2	1.7	9	-0.5	-1.6	-2.6	-0.3	-4	-2
COc1ccc(N/C=C/C(=C(C#N)C#N)N(C)C)cc1
  0.1	-1.6	8	-0.4	1.1	-0.8	-2.2	2	3
O=C(c1ccc(Cl)cc1)c1oc2ccccc2c1CS(=O)c1ccc(Cl)cc1 (stereo unspecified)
  1.9	-1.0	15	-1.7	1.1	-0.3	.	15	3
CCCc1ccc(C(=O)CCC(=O)NNC(=O)c2ccncc2)cc1
  2.7	-0.8	5	-2.5	-1.1	1.4	-1.1	4	0
COc1ccccc1C(=O)N1CCN(c2cccc(Cl)c2)CC1
  0.6	-0.7	-2	i	0.1	-4.6	.	6	3
CC(=O)c1ccc(N(C(=O)CNC(=O)c2ccco2)C(C(=O)NC2CCCC2)c2ccncc2)cc1 (stereo unspecified)
  0.4	-1.2	3	-0.4	-0.8	-1.8	-1.1	0	1
CCS(=O)(=O)N1CCC(C(=O)NCCCOC)CC1
  -3.9	-1.7	-7	i	1.6	-0.4	.	-2	3
CCOc1ccc(NC2c3ccccc3C(=O)N2Cc2ccco2)cc1 (stereo unspecified)
  0.3	0.6	7	0.0	-0.7	1.0	-0.5	-8	7
Cc1ccc(NC(=O)Cn2cnc3cc([N+](=O)[O-])ccc3c2=O)cc1
  -2.0	0.7	8	i	.	-3.7	1.4	-7	0

Structures shown so far that have a COOH group, in the order listed:
Value order – Mtb UGM inh	PfHsp40 rescue	GDH-TPI counter	Vc quorum ag	Mtb BioA inh	FadD28 binding	TcdB inh	Yp Topo-I inh	FBA Mtb inh
O=C(O)c1ccc(-c2ccc(O)c(F)c2)cc1
  3.5	1.0	18	i	-2.8	-1.4	18*	2	17
CCOc1ccc(C(CC(=O)O)NC(=O)Cc2ccc(Cl)cc2)cc1 (stereo unspecified)
  -0.5	1.7	3	-0.1	-0.6	-0.8	1.2	2	1

(listing goes on)
Value order – Mtb UGM inh	PfHsp40 rescue	GDH-TPI counter	Vc quorum ag	Mtb BioA inh	FadD28 binding	TcdB inh	Yp Topo-I inh	FBA Mtb inh
COc1cc(OC)c(NS(=O)(=O)c2cc3[nH]c(=O)c(=O)[nH]c3cc2C)cc1Cl
  -0.1	-0.4	7	-0.8	1.1	-8.1	3.2	-2	-2
O=C(NCc1ccccc1)c1cccc(S(=O)(=O)NCc2ccccc2)c1
  -2.1	1.3	5	i	.	-0.1	0.0	5	1
COC(=O)C1=C(c2cc3ccccc3s2)C[C@@H]2CC[C@H]1N2C(=O)NCCNC(C)=O
  1.3	0.8	17	i	-0.6	0.6	.	8	1
O=C(CN1CCN(CC(=O)Nc2ccccc2F)CC1)Nc1cccc(F)c1
  .	1.7	6	i	19	-2.3	0.0	2	2
Cc1ccc(S(=O)(=O)N(C)CC(=O)NCCCc2ccccc2)cc1
  -1.3	-0.3	15	-0.3	-0.5	-1.4	0.0	2	0
COc1ccc(CCNC(=O)[C@@H](NC(=O)N2CCn3c2nc2ccccc23)C(C)C)cc1OC
  -2.3	-1.3	2	i	0.8	-1.9	2.9	7	1
Cc1ccc(S(=O)(=O)NCc2ccccc2)cc1C(=O)N1CC(C)CC(C)C1 (stereo unspecified)
  0.5	1.1	-4	i	-0.6	-0.2	3.3	25	-1
Cc1cnc(C(=O)Nc2nnc(C3CC3)s2)cn1
  -0.2	-0.5	-4	0.7	.	0.6	.	3	3
COc1ccc(Cl)cc1NC(=O)COC(=O)CCCN1C(=O)c2ccccc2C1=O
  1.0	4.2	-6	2.2	.	-0.1	0.1	4	5
